# Growth percent in the NCI-60 one-dose screen (48 h, 10 µM unless noted): 100 = growth as untreated, 0 = no growth, -100 = all killed.
# SK-MEL-5: SK-MEL-5 melanoma; hit rate 6.4% among 80,000
# T-47D: T-47D breast cancer. hit rate 5% among 79,000
# MALME-3M: MALME-3M melanoma; hit rate 5.8% among 78,000; AID 1794766
# HS 578T: HS 578T breast cancer; hit rate 4.1% among 78,000
# SK-MEL-28: SK-MEL-28 melanoma. hit rate 4.1% among 81,000
# UACC-257: UACC-257 melanoma; hit rate 4.4% among 78,000; AID 1794764
# LOX IMVI: LOX IMVI melanoma; hit rate 7.4% among 79,000
# SK-MEL-2: SK-MEL-2 melanoma. hit rate 4.7% among 77,000. AID 1794763
# * = called active by the depositor; / = not tested or not shown; & = joins results of further samples. Rule for the calls: active = growth percent below 10; inactive = the rest.
SMILES,SK-MEL-5,T-47D,MALME-3M,HS 578T,SK-MEL-28,UACC-257,LOX IMVI,SK-MEL-2
CCC(/C=N/NC(=O)c1ccc([N+](=O)[O-])cc1)CC,95.2,/,90.5,85.7,102.6,97.1,98.9,93.5
O=C(NCCN1CCOCC1)C(Cl)Cl,102.4,109.7,97.4,99.1,109.1,101.2,100.0,104.3
c1ccc(-c2nn(-c3ccccc3)c3nccc(-c4cccs4)c23)cc1,99.4,99.9,114.9,113.8,107.6,97.4,103.0,104.8
N#Cc1c(-c2cccs2)cc(-c2cnccn2)nc1SCC(=O)N/N=C/c1ccc(Cl)cc1,101.2,93.8,114.8,103.5,109.9,110.0,92.0,121.2
CN(C)c1ccc(C2(c3ccc(N(C)C)cc3)OC(=O)c3ccccc32)cc1,104.6,96.8,99.6,95.8,110.7,95.8,96.3,101.2
N#Cc1c(N2CCNCC2)nc2sc3cc(Cl)c(Cl)cc3n2c1=N,89.9,89.5,119.0,113.9,120.1,123.6,93.5,112.5
OC(COC(N(F)F)(N(F)F)N(F)F)C(O)COC(N(F)F)(N(F)F)N(F)F (stereo not given),100.6,107.8,96.6,/,108.3,98.8,90.8,97.1
NNC(=O)CSCc1nc(N)nc(Nc2ccccc2F)n1,101.4,104.0,99.2,91.0,109.0,107.1,100.6,113.6
COc1ccc(-c2cc(C(=O)N3N=C(c4ccc(N)cc4)CC3c3ccccc3)c3ccccc3n2)cc1 (stereo not given),36.2,38.2,54.6,36.8,53.1,47.2,39.7,39.8
CC(C)C1=C[C@@]23CC[C@@H]4[C@](C)(CCC[C@]4(C)C(=O)N4CCOCC4)[C@H]2C[C@@H]1[C@H]1C(=O)CCC(=O)[C@H]13,101.3,98.1,114.5,91.8,107.6,97.9,88.6,100.5
O=C1OC(COCC#Cc2ccccc2)CN1c1ccccc1 (stereo not given),99.1,90.3,/,111.7,105.8,94.7,99.2,103.6
N#Cc1n[nH]n2c1nc(=O)c1c3c(sc12)CCCC3,93.2,82.9,99.1,101.1,109.5,/,88.5,96.5
CCN(CC)c1ccc(N=C2C=CC(=O)C=C2NC(C)=O)cc1,88.5,82.5,141.7,103.8,126.9,90.7,80.8,98.6
COc1ccc(-c2nnc(COc3ccc(NS(=O)(=O)c4ccc(C)cc4)cc3F)o2)cc1,69.4,28.1,93.3,97.2,95.5,103.4,85.2,92.3
CCOC(=O)CC1CSC(c2cccc(OC)c2)=N1 (stereo not given),99.4,96.6,98.7,108.7,101.7,98.1,103.8,114.5
NCCSC(C[N+](=O)[O-])c1ccccc1Cl (stereo not given),85.1,87.5,98.8,-1.8*,-20.5*,-3.9*,31.4,34.9
OCC(O)C(O)C(O)C(O)C(O)C(/C=N/Nc1ccccc1)=N/Nc1ccccc1 (stereo not given),95.1,79.6,/,81.7,114.1,92.9,56.1,106.7
O=C(OCCSCCOC(=O)C1CC=CCC1)C1CC=CCC1 (stereo not given),115.3,106.6,119.0,/,115.1,97.5,111.9,106.1
N=Nc1nc(-n2c(O)ccc2O)n[nH]1,102.3,104.4,108.3,111.7,107.9,107.6,98.2,109.1
COc1ccc(/C=C/c2nc(Oc3ccc(C(C)=O)cc3)c3ccccc3n2)cc1,/,54.8,73.7,86.5,92.3,79.3,38.3,81.0
C1CCC(CCCC2CCCCC2)CC1,103.5,100.8,116.2,/,110.1,89.8,104.5,98.8
CCc1oc2ccccc2c1C(=O)c1ccc(O)cc1,98.0,84.4,74.3,119.0,117.7,101.8,94.8,86.5
CC(C)(CO)C(O)C(=O)NN (stereo not given),97.9,99.8,/,96.3,117.4,98.5,96.1,93.4
CCc1cc2n(n1)-c1ncc(C(=O)OC)cc1Oc1ccccc1-2,96.2,75.8,120.0,97.0,120.5,104.4,96.8,106.3
O=COCCc1ccccc1,99.0,90.8,108.5,124.1,115.6,106.7,101.7,/
C=C1CC[C@@H]2[C@](C)(CO)[C@H](O)CC[C@@]2(C)[C@@H]1C/C(O)=C1\CCOC1=O,101.3,96.6,104.9,92.3,108.2,93.1,72.9,103.0
COc1ccc(NS(=O)c2ccc(OC)cc2)cc1 (stereo not given),93.7,77.2,107.6,76.2,108.4,76.0,67.0,95.0
COc1ccc(-n2nnc3c4nc(-c5ccc([N+](=O)[O-])cc5)oc(=O)c4c(C)nc32)cc1,103.0,/,102.4,102.1,100.8,117.0,97.4,104.6
Cc1ccccc1[C@H]1C(C(=O)c2ccc(Cl)cc2)C2(N[C@@H]1c1ccccc1)C(=O)Nc1ccccc12 (stereo not given in full),-72.2*,4.2*,-64.7*,-28.8*,-34.3*,-16.4*,-100.0*,-76.3*
COc1ccc2[nH]c(C)cc2c1C,102.8,88.5,104.5,112.1,99.4,86.8,93.0,91.3

# Given bar-delimited: entries from further up.
SMILES | SK-MEL-5 | T-47D | MALME-3M | HS 578T | SK-MEL-28 | UACC-257 | LOX IMVI | SK-MEL-2
N=Nc1nc(-n2c(O)ccc2O)n[nH]1 | 102.3 | 104.4 | 108.3 | 111.7 | 107.9 | 107.6 | 98.2 | 109.1
COc1ccc(/C=C/c2nc(Oc3ccc(C(C)=O)cc3)c3ccccc3n2)cc1 | / | 54.8 | 73.7 | 86.5 | 92.3 | 79.3 | 38.3 | 81.0
C1CCC(CCCC2CCCCC2)CC1 | 103.5 | 100.8 | 116.2 | / | 110.1 | 89.8 | 104.5 | 98.8
CCc1oc2ccccc2c1C(=O)c1ccc(O)cc1 | 98.0 | 84.4 | 74.3 | 119.0 | 117.7 | 101.8 | 94.8 | 86.5
CC(C)(CO)C(O)C(=O)NN (stereo not given) | 97.9 | 99.8 | / | 96.3 | 117.4 | 98.5 | 96.1 | 93.4
CCc1cc2n(n1)-c1ncc(C(=O)OC)cc1Oc1ccccc1-2 | 96.2 | 75.8 | 120.0 | 97.0 | 120.5 | 104.4 | 96.8 | 106.3
O=COCCc1ccccc1 | 99.0 | 90.8 | 108.5 | 124.1 | 115.6 | 106.7 | 101.7 | /
C=C1CC[C@@H]2[C@](C)(CO)[C@H](O)CC[C@@]2(C)[C@@H]1C/C(O)=C1\CCOC1=O | 101.3 | 96.6 | 104.9 | 92.3 | 108.2 | 93.1 | 72.9 | 103.0
COc1ccc(NS(=O)c2ccc(OC)cc2)cc1 (stereo not given) | 93.7 | 77.2 | 107.6 | 76.2 | 108.4 | 76.0 | 67.0 | 95.0
COc1ccc(-n2nnc3c4nc(-c5ccc([N+](=O)[O-])cc5)oc(=O)c4c(C)nc32)cc1 | 103.0 | / | 102.4 | 102.1 | 100.8 | 117.0 | 97.4 | 104.6
Cc1ccccc1[C@H]1C(C(=O)c2ccc(Cl)cc2)C2(N[C@@H]1c1ccccc1)C(=O)Nc1ccccc12 (stereo not given in full) | -72.2* | 4.2* | -64.7* | -28.8* | -34.3* | -16.4* | -100.0* | -76.3*
COc1ccc2[nH]c(C)cc2c1C | 102.8 | 88.5 | 104.5 | 112.1 | 99.4 | 86.8 | 93.0 | 91.3

# Next results follow.
SMILES,SK-MEL-5,T-47D,MALME-3M,HS 578T,SK-MEL-28,UACC-257,LOX IMVI,SK-MEL-2
COc1ccc(NC(=O)c2cc(-c3ccc(Cl)c(Cl)c3)oc2C)cc1,94.8,94.8,98.4,96.5,106.8,97.2,97.0,106.5
COc1ccc(C(=O)CC(Sc2ccccc2N)c2ccc(OC)cc2)cc1 (stereo not given),99.2,82.1&90.3,85.7&99.8,110.0&101.1,111.8&99.4,101.0&100.5,86.9&84.5,92.1&114.0
COc1ccc2c(c1)CCNC21C(=O)Nc2c(Br)cc(Br)cc21 (stereo not given),98.4,90.3,88.3,94.8,100.9,100.3,102.5,105.8
CCOC(=O)c1cc2c(n1Cc1cc(OC)c(OC)c(OC)c1)-c1nc(NC(C)=O)sc1CCC2,77.0,57.8,98.3,65.5,95.7,79.7,84.4,86.8
COc1ccc(-c2cc3c(OC)c4c(c(OC)c3oc2=O)OCO4)cc1,96.2,97.3,111.9,105.2,89.7,130.2,/,116.0
COc1ccc(C(=O)OC2C(OC3C(O)COC(O[C@H]4C[C@H]5[C@@H]6CC=C7C[C@@H](O)CC[C@]7(C)[C@H]6CC[C@]5(C)[C@H]4[C@H](C)C(=O)CCC(C)C)C3OC(=O)C(C)C)OCC(O)C2O)cc1 (stereo not given in full),-36.3*,-1.5*,6.7*,-2.1*,-49.6*,-50.0*,-17.5*,-37.2*
CCCCCCCCCCCCNC(=S)N/N=C/c1c(O)ccc2ccccc12,98.6,99.4,104.6,104.0,105.8,102.5,104.5,102.3
COc1cccc2c1O/C(=C\c1c([N+](=O)[O-])ncn1C)C2=O,101.7,106.5,92.4,110.7,106.0,93.5,85.2,97.6
OCCN1CCN(CC2NCCCC2O)CC1 (stereo not given),103.3,111.4,111.7,116.1,106.6,89.4,102.8,106.0
Cc1ccc2[nH]c(=O)cc(-n3nncc3Cn3c4ccccc4c4ccccc43)c2c1,94.5,106.2,93.5,88.4,108.0,97.5,98.2,102.5
CN(C)CCOc1ccc(/C(=C(/CCCl)c2ccccc2)c2ccccc2)cc1,-98.3*,25.6,-57.8*,/,-30.3*,-52.4*,-84.6*,48.5
O=[N+]([O-])c1cc(C(F)(F)F)ccc1SSc1ccc(C(F)(F)F)cc1[N+](=O)[O-],98.2,70.9,113.0,97.6,106.2,95.4,94.8,107.4
CN(C(=O)c1cccc(C(F)(F)F)c1)c1sc2c(c1C#N)CCC(=O)C2,99.1,73.1,101.5,89.7,109.3,108.2,73.8,113.1
C/C(=N/O)c1ccc(N2C(=O)c3ccc(C)cc3C2=O)cc1,101.4,98.9,100.9,104.6,104.7,98.1,106.4,107.3
CCCC(=O)NNc1[nH]c(-c2ccc(OC)cc2)cc1C(=O)OCC,111.3,63.9,52.0,97.7,120.0,104.5,102.9,94.6
CC(C)(C)c1ccc(S(=O)(=O)OCC(=O)Nc2cccc(C(=O)O)c2O)cc1,102.1,108.2,95.4,108.6,111.2,86.4,96.6,103.1
CCNC(=O)c1ccc(Cl)c(Cl)c1,95.0,92.1,111.3,78.4,110.3,85.9,97.2,96.4
CC(=O)c1c(C)[nH]c2c1c(-c1ccc(C)o1)nc1ccccc12,94.7,79.8,103.2,89.6,97.8,107.9,96.0,102.4
COc1ccccc1-c1cn2c(ccc3ccccc32)n1,89.3,62.6,108.0,90.0,105.8,112.2,87.9,104.4
CCCCCCCC(=O)N(CC)CC,103.2,108.0,106.6,109.0,105.9,100.9,103.1,113.7
Cc1nc2cc(Cl)ccc2s1,115.4,106.9,113.5,109.3,108.5,108.6,88.1,104.3
COC12C=C/C(=C(/C(=O)OCc3ccncc3)C(=O)CCCCCCCCC3(OC)C=C/C(=C(/C(=O)OCc4ccncc4)C(=O)CCCCCCCC1)O3)O2,-84.5*,8.6*,-67.7*,34.6,-61.1*,-29.6*,-63.9*,-1.6*
CCN(Cc1ccc(CN(CC)C(=O)C(Cl)(Cl)Cl)cc1)C(=O)C(Cl)(Cl)Cl,71.2,78.2,68.4,89.7,96.2,/,78.3,89.0
COc1c(B(O)O)cc(C)cc1-c1nc2ccc3[nH]ncc3c2c2c1CCCC2,80.4,78.5,91.6,18.2,93.8,101.7,30.7,101.7
COc1cc2c(c(O)c1Cl)C(=O)c1c(O)cc(C[C@H](C)O)cc1[C@H]2[C@H]1c2cc(C[C@H](C)O)cc(O)c2C(=O)c2c1cc(OC)c(Cl)c2O,-65.7*,10.5,-32.6*,11.0,38.2,-4.0*,7.3*,-31.6*
COc1ccc(/C=C2\CN(C)Cc3c2nc2nc(SC)[nH]c(=O)c2c3-c2ccc(OC)cc2)cc1,95.1,102.1,101.3,103.6,114.7,99.0,94.7,116.4
COc1ccc(S(=O)(=O)NC2C(O)C3(C)c4ccccc4C2(C)c2ccccc23)cc1 (stereo not given),96.1,78.9,102.1,85.5,105.5,96.2,94.5,96.6
Clc1ccc(C(SCc2ccccc2)SCc2ccccc2)cc1,98.8,79.0,75.8,93.4,96.3,88.2,94.3,103.2
O=C1Nc2ccc(Br)cc2/C1=N/N=C/c1ccccc1F,100.0,81.1,73.3,86.5,108.7,95.4,57.9,101.6
O=C(O)/C=C\C(=O)NCC1CCC(CNC(=O)/C=C\C(=O)O)CC1 (stereo not given),102.1,95.7,95.5,102.3,93.6,99.9,102.3,89.7
CN1CCN(Cc2nnc(CCC(=O)c3nc4ccc([N+](=O)[O-])cc4[nH]3)o2)CC1,106.2,84.6,104.9,104.4,111.8,91.5,97.1,90.1
O=C(CSc1nccc(N2CCOCC2)n1)c1ccc(Cl)cc1,94.6,94.0,89.5,89.4,94.2,97.4,89.4,102.4
COc1cc2nc(N3CCC[C@@H](NC4=CC(=O)c5ccccc5C4=O)C3)nc(N)c2cc1OC,94.0,-40.9*,94.8,/,109.4,95.3,-65.3*,109.3
Oc1[nH]c2ccc(Cl)cc2c1N=Nc1nc(N=Nc2c(O)[nH]c3ccc(Cl)cc23)nc(N2CCCCC2)n1,87.0,81.5,58.8,36.2,97.5,105.2,24.6,86.7
CSC(=N\N=C(/C)c1ccc(Br)cc1)/N=C/N(C)C,98.7,100.5,103.9,101.5,107.6,106.9,/,/
COC(=O)c1cc(NC(=O)CC(=O)c2cccc(N)c2)cc(C(=O)OC)c1,87.9,90.7,/,104.7,110.7,99.5,72.7,77.4
Cc1nn(-c2ccc(Cl)cc2)c(=O)n1CCn1cncn1,115.2,92.6,93.4,99.8,108.8,110.1,/,108.3
CC1=NC(C)(C)CC2CCC(O)C12 (stereo not given),101.4,98.2,121.6,94.2,108.5,105.8,96.9,110.7
O=[N+]([O-])c1cccc(OCCOc2ccccc2)c1,101.9,90.9,109.5,128.9,105.3,/,99.1,90.3
CCN(CC)CCSc1nc2ccccc2n1C,98.3,61.0,217.7,105.4,130.1,99.0,94.8,92.2
CC(=O)OCCCN1C=C/C(=C\C(=O)n2ccc3ccccc32)c2ccccc21,101.6,79.2,112.9,103.3,114.1,106.7,100.4,107.1
COc1cc(C2=N/C(=C\c3cc4cc(Oc5ccccc5)ccc4nc3OC)C(=O)O2)cc(OC)c1OC,102.6,91.4,103.0,104.1,116.3,98.9,97.6,99.6
O=C(NC(Cc1c[nH]c2ccccc12)C(=O)NCc1ccc2c(c1)OCO2)c1cccs1 (stereo not given),96.3,91.6,92.1,92.5,115.2,113.9,97.5,11.3
